Assay outcomes from PubChem BioAssay.
Autophagy HCS = autophagy modulation, high-content screen; MEF GFP-LC3 puncta imaging; test concentration mostly 10 µM; calls only at 10 µM (by protocol); 190,000 compounds, 0.98% hits; AID 463193;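 active means percentage of spot-positive cells more than 3 SD above its plate mean, without a fluorescence outlier flag or 80% toxicity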;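 further: spot-positive cell cutoff set from DMSO-treated cells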
MT stabilize HCS = microtubule stabilizers in HeLa cells. HeLa tubulin immunostaining HCS, 24 h; share of cells brighter than vehicle mean+2SD. % tubulin-high responders, % at 10 µM. 200,000 compounds, 0.83% hits;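 active means plate Z-score above 3 for both tubulin-high and condensed-nucleus cell shares, with cell loss under 80%, at 10 µM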;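 further: anti alpha tubulin signal scored within the nucleus-defined area of each cell; some results filed as inactive read as strong as hits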
WT yeast gro inh = growth inhibition of WT yeast, mitochondrial fusion screen. mitochondrial fusion phenotypic screen, WT strain. inhibition, % at 10 µM. 190,000 compounds, 2.1% hits. AID 1362; in the data active means inhibition above about 58%; tested in S. cerevisiae
Yfh1-off respiration = mitochondrial function rescue without frataxin homolog – Friedreich's ataxia, plus single-dose screen, dose response (AID 1465); S. cerevisiae Yfh1-off respiration, WST-1 reduction, 72 h; higher fold induction means a stronger effect; one-dose fold induction at 50 µM; EC50 in µM for titrated hits; 220,000 compounds, 0.074% hits;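 active means fold induction of absorbance versus untreated yeast above a set limit, then at least 30% activation at any dose in follow-up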;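 further: activators that raise dye reduction in frataxin-depleted yeast; strong numbers were not always called active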
b-catenin transl = modulators of beta-catenin nuclear translocation | HeLa beta-catenin nuclear translocation, immunofluorescence imaging | nuclear translocation activity, % at 5 µM | 190,000 compounds, 0.3% hits | AID 1665;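 active means nuclear translocation activity above 50% at 5 µM, with a well cell count of 50 or more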;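 further: per-cell ratio of nuclear to cytoplasmic median beta-catenin stain intensity; plate controls were DMSO negative control for no effect and GSK-3 inhibitor IX positive control for full effect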
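Test system: human HeLa cells, endogenous beta-catenin. Times: 24 h compound exposure, 37°C. Measured by: beta-catenin immunofluorescence imaging with DAPI.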
Ins promoter up = MIN6 insulin promoter up-regulation; MIN6 insulin promoter-GFP reporter, high-content imaging; hits give high values; AID 1625; 190,000 compounds, 0.3% hits; z-score at 5 µM;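 active means z-score above 3 at 5 µM with at least 500 cells counted in the well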
Dynein transport = blocks dynein driven cargo transport along microtubules. 3617.4 mouse cells, GR-EGFP nuclear translocation imaging; test concentration mostly 20 µM; stimulated with dexamethasone, 1 µM; hits give low values. z-score, hits read low. 220,000 compounds, 0.47% hits. AID 1381;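 active means plate z-score of nuclear minus cytoplasmic receptor signal below a set negative limit, without overly bright fluorescence or cell loss, cut at about -3.5 in these data, passing the limit was not always enough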;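 further: z-score of nuclear minus cytoplasmic ring GR-EGFP intensity difference per well; some compounds called inactive have numbers as strong as hits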
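medium = tetracycline-free induction medium containing charcoal-stripped FBS | also added = 1.0 µM final dexamethasone stimulus | schedule = 48 h induction, 1 h compound, 30 min dex at 37 °C | technique = fixed, Hoechst-stained cells imaged at 10x for EGFP | measure = GR-EGFP nuclear translocation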
Hep lipid drop = hepatic lipid droplet formation modulation | AML12 mouse hepatocytes, oleate lipid droplets, BODIPY imaging | inhibition, % at 6.5 µM | 240,000 compounds, 0.4% hits | AID 1656;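 active means lipid droplet intensity inhibited by at least 50%, with more than 500 cells counted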
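Material: mouse AML12 hepatocyte cell line, fixed after treatment; Timing: compound with oleate, overnight; Technique: high-content imaging of BODIPY-stained droplets and DAPI nuclei; Probe or stimulus: oleate, 100 µM final; Dosing: compound at 6.5 µM only.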
HEK293 NOD2/NF-kB = NOD2 signaling inhibitors, cell-based, luminescence, uHTS, HEK293 (AID 1566); HEK293 NOD2/NF-kB luciferase reporter, luminescence; higher % means a stronger effect; one-dose inhibition, % at 4 µM; EC50 in µM for titrated hits; 290,000 compounds, 0.63% hits; in the data active means inhibition above about 50%; further: many of its hits are not listed in these tables
WT yeast gro inh mutant strain = also measured in WT yeast gro inh; calls as there; inhibition, %; mitochondrial fusion phenotypic screen, mutant strain inhibition
Dynein transport cytoplasmic EGFP = further read-out of Dynein transport, marked with its call; z-score; measured here: cytoplasmic GR-EGFP intensity; hits give high values
Dynein transport nuclear GR-EGFP = second read-out of Dynein transport, no call of its own (marks repeat the call); z-score; measured here: nuclear GR-EGFP intensity;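 lower value marks the stronger effect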
Dynein transport cell count = recorded beside Dynein transport, whose call it bears; z-score; measured here: cell count per field
Ins promoter up cell count = recorded beside Ins promoter up, whose call it bears; cell count; measured here: cytotoxicity, nuclei count;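 total cells summed across four imaged fields per well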
Hep lipid drop cells 6.5 µM = also measured in Hep lipid drop; calls as there; cell count; measured here: cell count, cytotoxicity flag;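 cells counted across two imaged fields per well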
b-catenin transl cell count 5 µM = recorded beside b-catenin transl, whose call it bears; cell count; measured here: cell count, cytotoxicity flag
MT stabilize HCS Hoechst-high % = recorded beside MT stabilize HCS, whose call it bears; % Hoechst-high responders; measured here: nuclear condensation Hoechst responders;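 share of cells brighter than vehicle mean plus two SD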
MT stabilize HCS cytotoxicity % = recorded beside MT stabilize HCS, whose call it bears; toxicity, %; measured here: cytotoxicity by cell density;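 0% = mean cell density of plate MIN control wells and 100% = no cells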
Autophagy HCS cell loss 18 h = recorded beside Autophagy HCS, whose call it bears; toxicity, %; measured here: cell loss, nuclei count;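 cell loss after 18 h compound exposure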
* hit, by the source's call; i = inactive; . = no result given.

SMILES	Autophagy HCS	Autophagy HCS cell loss 18 h	MT stabilize HCS	MT stabilize HCS Hoechst-high %	MT stabilize HCS cytotoxicity %	WT yeast gro inh	WT yeast gro inh mutant strain	Yfh1-off respiration	b-catenin transl	b-catenin transl cell count 5 µM	Ins promoter up	Ins promoter up cell count	Dynein transport	Dynein transport cytoplasmic EGFP	Dynein transport nuclear GR-EGFP	Dynein transport cell count	Hep lipid drop	Hep lipid drop cells 6.5 µM	HEK293 NOD2/NF-kB
Cc1ccnc(SCC(=O)c2ccc(Br)cc2)c1C#N	i	-27	2.9	9.0	1.3	16	-5	i	-3.6	630	0.01	1119	-0.75	-0.21	0.4	0.12	-10	705	13%
C/C(=N/NC(=O)CNC(=O)c1ccccn1)c1ccccc1	i	-3	1.8	1.9	5.7	13	0	i	0.1	501	-0.02	1280	0.45	-0.16	0.47	-0.86	1	618	-1%
CCCNC(=O)c1ccc(C2SCC(=O)N2CCc2ccccc2)cc1 (stereo not drawn)	i	3	4.5	1.7	8.3	-14	-27	i	-3.0	601	-0.09	1302	0.86	-0.18	0.39	-1.4	1	634	-1%
O=C(NCc1ccco1)/C(=C\c1cccnc1)NC(=O)c1ccccc1F	i	-10	1.5	5.0	0.9	-15	-18	i	1.2	491	0.43	1123	-0.04	0.19	-0.39	0.9	-26	611	17%
COCCNC(=O)c1c(N)n(CCC2=CCCCC2)c2nc3ccccc3nc12	i	-7	1.4	1.1	6.0	2	6	i	.	.	-0.24	906	-1.4	-0.17	-0.43	0.62	-2	784	17%
Cn1c2c(c(=O)n(C)c1=O)C(CC(=O)Nc1ccc(F)cc1)C(=O)N2 (stereo not drawn)	i	-46	0.8	1.6	8.6	-2	-3	i	-1.2	495	.	.	-0.4	-0.23	-0.18	0.53	-2	716	4%
Cc1ccc2cccc(S(=O)(=O)n3nc(C)cc3C)c2n1	i	-7	1.8	0.1	63	7	0	i	.	.	.	.	-0.39	-0.065	0.32	-0.67	-12	733	-18%
COc1ccccc1OCCSc1nc2ccc([N+](=O)[O-])cc2s1	i	-10	4.1	3.8	9.5	-6	-3	i	-0.8	954	.	.	-0.79	-0.28	-0.66	0.95	-4	579	18%
C/C=C/C(=O)OCC(=O)Nc1cc(-c2cc(C)c(C)cc2C)nn1-c1ccccc1	i	12	2.6	2.6	4.0	28	-2	i	1.5	1002	-0.39	1149	-0.19	-0.22	-0.069	0.2	16	620	-4%
CC(CO)(CO)NC(=O)c1ccc(=O)[nH]n1	.	.	.	.	.	.	.	i	0.2	1291	0.02	1118	-0.083	-0.26	-0.12	0.59	-4	648	1%
CN(C)CCNC(=O)c1onc(CSc2ccc(F)c(F)c2)c1C(=O)NCCN(C)C	.	.	.	.	.	.	.	i	-0.9	1074	-0.84	1007	-0.27	-0.78	-0.039	0.41	.	.	30%
Cn1nnnc1SCC(=O)NCc1cccs1	i	26	2.7	1.7	3.8	-5	-15	i	0.0	1228	0.34	1340	-0.73	-0.25	-0.37	0.68	12	743	-4%
Cc1ccc(S(=O)(=O)C(CCC(=O)N2CCOCC2)S(=O)(=O)c2ccc(C)cc2)cc1	i	8	3.9	3.5	9.1	11	2	i	0.8	833	0.15	1230	-0.98	-0.18	-0.42	0.3	.	.	15%
O=C(O)CCC(=O)NN1C(=O)c2ccccc2NC1c1ccco1 (stereo not drawn)	.	.	.	.	.	.	.	i	-0.7	1377	0.09	1042	0.29	-0.22	1.1	-0.0057	5	730	-3%
O=C(OC1CCOC1=O)c1ccc(Cl)c(S(=O)(=O)N2CCCCC2)c1 (stereo not drawn)	i	2	9.3	0.7	4.1	-12	17	i	-2.6	1068	0.1	1279	-0.093	-0.17	0.23	0.65	11	698	20%
O=C(NC1CCCCC1)C(c1cccs1)N(CCCN1CCOCC1)C(=O)c1ccc(-c2ccccc2)[nH]1 (stereo not drawn)	i	-4	2.7	2.3	11	3	-6	i	-1.5	998	-0.16	1458	-0.3	-0.33	0.26	0.65	-19	601	-32%
COc1ccc(/C(C)=N/NC(=O)C2C3CCCCC32)c(OC)c1 (stereo not drawn)	i	10	2.5	1.5	6.0	-3	-29	i	.	.	0.49	1288	-0.22	-0.23	0.64	-0.44	6	658	12%
CC(C)NC(=O)CSc1nnc(-c2ccncc2)n1-c1ccccc1	i	2	2.5	1.8	8.4	-4	-8	.	-1.9	1265	.	.	-0.11	-0.16	0.6	-0.15	12	810	-17%
CCCC(=O)Nc1nnc(SCC(=O)Nc2ccc3c(c2)OCO3)s1	i	0	1.3	1.7	15	-4	-4	i	-1.6	935	.	.	-0.53	-0.11	-0.34	-0.48	7	698	18%
COCCNC(=O)CSc1nc2ccccc2c(=O)n1CCC(=O)NCCc1ccc(OC)c(OC)c1	i	-14	2.2	0.8	7.6	21	15	i	.	.	0.02	1071	0.29	-0.22	-0.19	0.78	23	714	2%
Cc1nn(C)c(C)c1Nc1ccc(N2C(=O)C3C4C=CC(C4)C3C2=O)cc1[N+](=O)[O-] (stereo not drawn)	i	-7	2.2	1.4	9.1	7	9	i	-0.2	1115	-1.1	898	-0.64	-0.33	-0.2	0.92	-5	727	4%
CCCC(=O)Nc1ccc(Cl)c(NC(=O)c2ccc([N+](=O)[O-])cc2Cl)c1	i	0	2.9	2.4	7.9	-1	5	i	1.1	1025	-0.46	1431	0.77	-0.17	0.75	-1.6	4	615	-18%
O=C(Nc1ccc2c(c1)OCCO2)c1ccc(NC(=O)C2CCCO2)cc1 (stereo not drawn)	i	-1	3.5	3.3	7.4	-5	-12	i	0.5	1393	-0.69	1488	0.19	-0.13	0.42	0.23	.	.	8%
COc1cccc(-c2nn(-c3ccccc3)cc2C(=O)n2nnc3ccccc32)c1	i	-4	1.5	1.5	14	-13	3	i	.	.	0.19	846	0.3	-0.31	0.041	0.3	0	778	-7%
Cc1cc2c(=O)n(C)c(SCC(=O)c3cc4ccccc4o3)nc2s1	i	0	3.6	2.0	5.8	0	4	i	1.6	1146	0.81	1242	0.71	-0.22	0.54	-0.91	-15	731	7%
COc1ccc(C(=O)Nc2cc([N+](=O)[O-])ccc2N2CCCC2)cc1	i	13	1.6	1.5	2.5	16	3	i	-2.6	1053	0.01	1483	-0.48	-0.18	-0.013	0.74	-8	701	2%
CCOCCSc1nnc2nc(C)cc(C)n12	i	0	3.7	2.3	8.6	15	6	i	4.5	1145	0.3	1323	-0.44	-0.21	-0.14	-0.59	-5	779	2%
C=CCc1cccc(/C=N/NC(=O)CCCNc2ccc(C)cc2)c1O	i	28	5.0	2.0	6.8	23	-2	i	1.9	1121	-0.07	1594	1.9	-0.024	1.2	-1.5	7	603	23%
O=[N+]([O-])/C(C=Nc1ccccc1O)=C\Nc1ccccc1O	.	.	.	.	.	.	.	i	-0.3	1342	.	.	-0.97	-0.2	-0.52	1.4	10	588	2%
CCOc1ccc2nc(SCC(=O)NC(=O)NCc3ccco3)sc2c1	i	1	2.0	2.2	8.4	6	-4	i	-3.2	966	-0.07	1486	0.8	-0.17	1.3	-0.84	.	.	3%
COc1ccc(S(=O)(=O)Nc2ccc3oc(C)c(C(C)=O)c3c2)cc1	i	32	3.3	1.8	0.6	-17	-5	i	.	.	0.4	910	-0.45	-0.13	-0.13	0.49	11	752	20%
CC(=C/c1ccco1)/C=N/NC(=O)c1nnn(-c2nonc2N)c1CN(C)C	i	12	2.6	2.1	1.8	14	-2	i	-2.3	1059	0.13	1179	0.32	-0.2	-0.086	0.63	23	686	12%
O=c1c2[nH]c3cccc(Cl)c3c2ncn1CCN1CCCCC1	i	2	3.1	4.0	2.0	26	-1	i	1.7	1025	.	.	0.35	-0.21	0.43	0.056	-8	734	18%
O=C(CN1CCN(c2ccc(Cl)cc2)CC1)Nc1ccc(F)c(F)c1	i	-1	6.2	5.6	9.7	2	-6	i	1.8	1365	0.48	1488	-0.26	-0.23	-0.1	0.55	.	.	-39%
COC(=O)c1ccc2c(=O)n(CCN3CCOCC3)c(SCC(=O)c3ccccc3)nc2c1	.	.	.	.	.	.	.	i	0.8	1337	0	956	2.3	-0.2	1.7	-1.2	-10	741	15%
COc1cc(S(=O)(=O)N2CCOCC2)ccc1F	i	-5	5.9	3.1	9.2	-10	-5	i	-5.9	1049	-0.49	1239	1	-0.097	1	-1.3	.	.	9%
Cc1cc(C)n(C(=O)c2ccccc2[N+](=O)[O-])n1	i	1	4.9	1.8	8.0	-16	-21	i	0.1	1035	1.8	1592	1	-0.0016	0.65	-1.5	16	631	8%
CC(C)(C)NC(=O)NCc1ccco1	.	.	.	.	.	.	.	i	-3.2	1111	0.05	1378	0.36	-0.15	-0.015	-0.19	1	723	-4%

2 records picked at random from the list so far, as already listed:
SMILES	Autophagy HCS	Autophagy HCS cell loss 18 h	MT stabilize HCS	MT stabilize HCS Hoechst-high %	MT stabilize HCS cytotoxicity %	WT yeast gro inh	WT yeast gro inh mutant strain	Yfh1-off respiration	b-catenin transl	b-catenin transl cell count 5 µM	Ins promoter up	Ins promoter up cell count	Dynein transport	Dynein transport cytoplasmic EGFP	Dynein transport nuclear GR-EGFP	Dynein transport cell count	Hep lipid drop	Hep lipid drop cells 6.5 µM	HEK293 NOD2/NF-kB
COc1cc(S(=O)(=O)N2CCOCC2)ccc1F	i	-5	5.9	3.1	9.2	-10	-5	i	-5.9	1049	-0.49	1239	1	-0.097	1	-1.3	.	.	9%
COc1ccc(S(=O)(=O)Nc2ccc3oc(C)c(C(C)=O)c3c2)cc1	i	32	3.3	1.8	0.6	-17	-5	i	.	.	0.4	910	-0.45	-0.13	-0.13	0.49	11	752	20%

Some of the compounds tested; count on the stated rates, not on these rows.
